# Compound activity (PubChem BioAssay)
# Platelet DG rel: inhibitors of platelet dense granule secretion, primary screen, cell-based, MLPCN, human platelets. human platelet-rich plasma, SFLLRN dense granule ATP release, luminescence. inhibition, %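 (compounds screened at 7.5 µM in platelet-rich plasma)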. 0.22% of 300,000 active. AID 1663, 2009;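 active = mean replicate score, as percent of positive control, at or above 50; inconclusive = mean below 50 but at least one replicate at or above 50; inactive = mean and every replicate below 50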
# aSyn 5UTR inh: MLPCN primary screen, SNCA 5' untranslated region; alpha-synuclein 5'UTR reporter, inhibitor activity; inhibition, % (tested at 7.5 µM); 0.82% of 300,000 active; AID 1813, 2009; in the data active = inhibition above about 60%; inconclusive = no clear call, values can overlap the other calls;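 also: H4 neuroglioblastoma cells stably carrying SNCA 5'UTR luciferase fusion; 0% = DMSO wells and 100% = positive control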
# HSF1 activator: HSF-1 activators, primary screen, NIH3T3-HGL cells, MG132 stress, luminescence, single point | NIH3T3-HGL HSF-1 luciferase reporter, 8 h; 100% = twice DMSO control signal | activation, % at 9 µM | 1.7% of 300,000 active | AID 504408, 2011;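 active = mean replicate activation of at least 50% with a set share of replicates each reaching 50%; inconclusive = only one of those two conditions met; inactive = mean below 50% and too few replicates reaching it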;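 also: 0% = median of the neutral control wells and 100% = twice that signal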
# AI-2 QS modul: Vibrio harveyi AI-2 quorum sensing modulators, primary screen, JMH597 strain, luminescence/OD600 ratio; activity change, % at 7.5 µM; 0.4% of 300,000 active; Vibrio harveyi JMH597 AI-2 luminescence/OD600 ratio, 9 h; stronger effect = lower value; strain lacks LuxN and CqsS sensors; 0 = neutral-control median; in the data active = activity change below about -75%, passing the limit was not always enough; inconclusive = no clear call, values can overlap the other calls;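 also: luminescence divided by OD600 gain over 9 h not by final OD600 alone; inactives centre near 13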
# IEC-6 tox: cytotoxicity in IEC-6 intestinal epithelial cells, primary screen, cytotoxicity control for KLF5 inhibitor project, cell-based, luminescence | IEC-6 cytotoxicity, luminescence viability | inhibition, % at 5 µM | 0.78% of 290,000 active | AID 1825, 2009; in the data active = inhibition above about 22%;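 also: 0% = plate median of test compound wells and 100% = cytotoxic reference compound wells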
# HIF activator: HIF pathway transcriptional activators, primary screen, cell-based, U2OS HRE-luciferase, luminescence. activation, % at 7.5 µM (by protocol). U2OS HRE-luciferase reporter; normalized: DMSO 0%, desferrioxamine 100%. 0.32% of 300,000 active;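 active = mean activation of at least 10% of the iron chelator positive control signal, with at least half of replicates also reaching 10%; inconclusive = mean and replicate majority disagree about reaching 10%; inactive = mean and most replicates under 10%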
# KLF5 inhibitor: KLF5 expression inhibitors, primary screen, DLD-1 cells, luminescence; DLD-1 KLF5 promoter-luciferase reporter; inhibition, % at 5 µM; 0.23% of 290,000 active; AID 1700, 2009;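 active = inhibition above a per-plate limit of that plate's mean compound inhibition plus 3 SD, cut at about 60% in these data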;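 also: 0% = DMSO wells and 100% = LY294002 at 200 µM; higher means less KLF5 promoter-driven luciferase light; inactives centre near -14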
# HSP90 refold inh: HSP90 inhibitors, primary screen, cell lysate, luminescence; Rabbit reticulocyte lysate, luciferase refolding luminescence, 3 h; inhibition, % at 5.6 µM; 0.91% of 290,000 active;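 active = inhibition above the screen-wide mean plus 3 SD, computed separately per campaign, cut at about 16% in these data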;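 also: 0% = DMSO wells and 100% = 60 µM geldanamycin wells; inhibitors lower the luminescence because luciferase stays unfolded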
# HSF1 inh: HSF1 inhibitors in luciferase reporter cells, primary screen, cell-based, NIH3T3, luminescence; AID 2098, 2009; activity change, negative = inhibition, % at 7.5 µM (by protocol); NIH3T3-HGL HSE-luciferase, MG132-induced, luminescence 8 h; stronger effect = lower value; 0.77% of 300,000 active;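 active = more than half of replicate wells show activity change below -50%, luminescence cut by over half; inconclusive = some wells, but at most half, below -50%; inactive = no replicate well below -50%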;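 also: luciferase reports HSF-1 transcriptional activity via heat shock element; 0% = median of DMSO wells and -100% = zero luminescence signal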
# HDAC3 inhib: HDAC3 deacetylase inhibitors, primary screen, biochemical, fluorescence, cell-free homogeneous; Histone deacetylase 3 (Homo sapiens), O15379; recombinant HDAC3, fluorogenic peptide/trypsin coupled; inhibition, % at 8.3 µM; 0.15% of 320,000 active; AID 2718, 2010; in the data active = inhibition above about 26%, passing the limit was not always enough; inconclusive = no clear call, values can overlap the other calls
# Target sequence (O15379 whole entry, looked up): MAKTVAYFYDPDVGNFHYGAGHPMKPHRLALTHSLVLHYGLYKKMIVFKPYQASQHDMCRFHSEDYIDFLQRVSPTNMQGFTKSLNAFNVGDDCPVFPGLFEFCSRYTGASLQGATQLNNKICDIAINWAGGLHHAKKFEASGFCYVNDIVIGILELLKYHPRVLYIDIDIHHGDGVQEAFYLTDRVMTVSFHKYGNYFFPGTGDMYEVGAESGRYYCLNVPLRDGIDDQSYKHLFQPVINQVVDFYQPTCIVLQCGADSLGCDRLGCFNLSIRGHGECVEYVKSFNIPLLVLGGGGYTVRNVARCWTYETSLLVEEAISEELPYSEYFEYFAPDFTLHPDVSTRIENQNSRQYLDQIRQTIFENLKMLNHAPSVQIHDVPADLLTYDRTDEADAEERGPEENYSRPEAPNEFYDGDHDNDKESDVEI
# Starred values were filed as active, the others as inactive; u = inconclusive; x = not tested or not shown; & = joins results of further samples.
No.	smiles	Platelet DG rel	aSyn 5UTR inh	HSF1 activator	AI-2 QS modul	IEC-6 tox
1	O=C(CSc1nnc(-c2ccccc2)n1Cc1ccco1)NCc1ccc2c(c1)OCO2	-1	0	4	8	-2
2	CSc1ccc(CCNC(=O)CCc2nnc3ccc(N4CCC5(CC4)OCCO5)nn23)cc1	-6	34	13	19	7
3	CC(=O)c1ccc(NC(=O)N2CCN(c3cccc(Cl)c3)CC2)cc1	-1	16	-3	-28	7
4	CCC(C)(C(=O)NC1CCCC1)N(C(=O)c1ccccn1)c1ccccc1 (centres undefined)	1	9	-8	2	2
5	O=C(NCCN1CCOCC1)c1cc(-c2cccc(O)c2)on1	-51	-28	-25	12	0
6	CCOC(=O)N1CCN(c2c(NCCCN3CCCCCC3)c(=O)c2=O)CC1	2	11	5	4	0
7	CC1CCCc2sc3nc(N4CCN(CCO)CC4)n4ncnc4c3c21 (centres undefined)	3	-34	-1	23	2
8	CC1CCCN(C(=O)c2ccc3c(c2NCCO)C(=O)c2ccccc2C3=O)C1 (centres undefined)	6	37	-9	-13	7
9	CCCn1c(SCC(=O)Nc2ccccc2Cl)n[nH]c1=O	7	-20	19	24	-3
10	CC(C)COC(=O)C1C(=O)CC(C)(O)C(C(=O)OCC(C)C)C1c1cccnc1 (centres undefined)	-2	-3	22	22&10	0
11	CC(Oc1ccccc1)C(=O)NC1CCCCCCC1 (centres undefined)	2	28	15	12	2
12	O=C(N/N=C/c1ccc[nH]1)c1ccccc1[N+](=O)[O-]	0	-9	10	14	-6
13	Cc1cc(C)nc(Nc2cccc(Cl)c2)n1	-1	-50	-13	11	-2
14	COC(=O)C1(C#N)C(c2ccccc2)C1(C(=O)OC)C(=O)OC (centres undefined)	-1	-5	-4	8	2
15	COc1ccc(C(=O)n2cc(C(=O)c3cc(C)ccc3O)cn2)cc1	-4	-45	3	4	1

No.	HIF activator	KLF5 inhibitor	HSP90 refold inh	HSF1 inh	HDAC3 inhib
1	0.1	-2	3	-11	12
2	0.0	-2	-2	0	4
3	-0.4	-49	1	-10	4
4	-0.2	-23	1	-7	3
5	0.6	-24	3	-3	4
6	-0.3	-14	-2	-5	13
7	0.7	-9	2	-3	15
8	-1.0	-17	5	1	3
9	-0.1	8	-2	0	0
10	-0.7	-9	-1	-2	4
11	-0.4	0	3	-2	-7
12	0.0	-9	-3	-10	10
13	-1.8	-46	-4	-4	2
14	-0.2	-9	-3	-1	-2
15	0.1	3	-4	5	37*

# Exported with values under each structure: part of the list above
# Order of results – Platelet DG rel	aSyn 5UTR inh	HSF1 activator	AI-2 QS modul	IEC-6 tox	HIF activator	KLF5 inhibitor	HSP90 refold inh	HSF1 inh	HDAC3 inhib
(9) CCCn1c(SCC(=O)Nc2ccccc2Cl)n[nH]c1=O
    7	-20	19	24	-3	-0.1	8	-2	0	0
(3) CC(=O)c1ccc(NC(=O)N2CCN(c3cccc(Cl)c3)CC2)cc1
    -1	16	-3	-28	7	-0.4	-49	1	-10	4
(8) CC1CCCN(C(=O)c2ccc3c(c2NCCO)C(=O)c2ccccc2C3=O)C1 (centres undefined)
    6	37	-9	-13	7	-1.0	-17	5	1	3
(13) Cc1cc(C)nc(Nc2cccc(Cl)c2)n1
    -1	-50	-13	11	-2	-1.8	-46	-4	-4	2
(11) CC(Oc1ccccc1)C(=O)NC1CCCCCCC1 (centres undefined)
    2	28	15	12	2	-0.4	0	3	-2	-7

# (further entries)
No.	smiles	Platelet DG rel	aSyn 5UTR inh	HSF1 activator	AI-2 QS modul	IEC-6 tox
16	CCCNC(=O)c1ccc(C2SCC(=O)N2CCc2ccccc2)cc1 (centres undefined)	14	16	1	36	6
17	C/C(=N/NC(=O)CNC(=O)c1ccccn1)c1ccccc1	3	-11	1	33	-3
18	CCc1cccc2c(C(=O)COC(=O)/C=C/c3ccc(O)c(OC)c3)c[nH]c12	-5	15	48	39	0
19	COc1ccc(Cl)cc1C(=O)NCCN1CCOCC1	2	-2	-6	x	-3
20	O=C(COc1ncnc2c(Cl)cc(Cl)cc12)N1CCN(S(=O)(=O)c2ccccc2)CC1	-55	2	-10	9	-1
21	CCC(C)N1CNc2c(c(=O)[nH]c(=S)n2-c2cccc(C)c2)C1 (centres undefined)	x	x	x	10	4
22	NC(=O)C1CCN(S(=O)(=O)c2cccc(S(=O)(=O)N3CCCCC3)c2)CC1	-14	5	5	49	2
23	O=S(=O)(Nc1ccc(S(=O)(=O)N2CCOCC2)cc1)c1ccc(Br)cc1	-6	-3	-9	18	0
24	O=C(OCC(=O)N1CCc2ccccc2C1)c1cc(=O)[nH]c2ccccc12	-1	25	39	14	-5
25	c1ccc2c(c1)Nc1nccnc1S2	x	x	x	x	3
26	CC(=O)c1cccc(NC(=O)NNC(=O)c2ccc(-c3ccccc3)cc2)c1	-22	20	-18	21	-10
27	Cn1c(=O)cc(OCCCC(=O)NCc2ccc(F)cc2Cl)c2ccccc21	6	5	31	13	-3
28	O=C(O)C(Cc1ccccc1)n1cccc1 (centres undefined)	7	5	-9	7	1
29	O=C1Nc2ccccc2C1(O)c1ccccc1 (centres undefined)	2	-15	-4	6	-4
30	O=C(NCCc1c[nH]c2ccccc12)c1cnc2sccn2c1=O	30	-152	26	-11	2

No.	HIF activator	KLF5 inhibitor	HSP90 refold inh	HSF1 inh	HDAC3 inhib
16	-0.6	-5	9	-1	-5
17	0.3	5	2	-14	4
18	-0.7	-30	-1	27	5
19	-21	-26	2	0	-3
20	0.0	12	1	-13	-1
21	x	-9	-1	x	6
22	0.0	-18	1	-17	2
23	0.3	20	4	-1	4
24	0.5	-49	0	15	3
25	x	0	0	x	0
26	-0.6	-27	-5	-14	5
27	0.0	-18	-2	2	1
28	-0.6	-20	2	1	17
29	0.0	7	3	-7	-9
30	3.3	-95	-2	10	5

# An excerpt of these results, with tabs:
nr	mol	Platelet DG rel	aSyn 5UTR inh	HSF1 activator	AI-2 QS modul	IEC-6 tox	HIF activator	KLF5 inhibitor	HSP90 refold inh	HSF1 inh	HDAC3 inhib
18	CCc1cccc2c(C(=O)COC(=O)/C=C/c3ccc(O)c(OC)c3)c[nH]c12	-5	15	48	39	0	-0.7	-30	-1	27	5
19	COc1ccc(Cl)cc1C(=O)NCCN1CCOCC1	2	-2	-6	x	-3	-21	-26	2	0	-3
20	O=C(COc1ncnc2c(Cl)cc(Cl)cc12)N1CCN(S(=O)(=O)c2ccccc2)CC1	-55	2	-10	9	-1	0.0	12	1	-13	-1

# Single values from the list:
# Value for compound 15 under HSF1 inh: 5
# Value for compound 30 under Platelet DG rel: 30
# Value for compound 17 under HSP90 refold inh: 2
# Value for compound 21 under HDAC3 inhib: 6
# Value for compound 3 under IEC-6 tox: 7
# Value for compound 11 under HSP90 refold inh: 3

# More compounds.
No.	smiles	Platelet DG rel	aSyn 5UTR inh	HSF1 activator	AI-2 QS modul	IEC-6 tox
31	CCC(C(=O)Nc1ccc2c(c1)OCCO2)c1ccccc1 (centres undefined)	-1	-20	-1	15	-4
32	Cc1ccnc(SCC(=O)c2ccc(Br)cc2)c1C#N	-7	-198	90*	16	1
33	C/C(=N/NC(=O)c1cc(Cl)ccc1O)C12CC3CC(CC(C3)C1)C2	1	-23	33	17	1
34	O=C1CC2(CCCC2)Oc2ccc(F)cc21	-2	2	1	11	x
35	Cc1ccc2cccc(S(=O)(=O)n3nc(C)cc3C)c2n1	-8	-6	16	17	4
36	Cn1c2c(c(=O)n(C)c1=O)C(CC(=O)Nc1ccc(F)cc1)C(=O)N2 (centres undefined)	-3	-13	-15	16	3
37	COCCNC(=O)c1c(N)n(CCC2=CCCCC2)c2nc3ccccc3nc12	-3	-3	28	33	-3
38	O=C(CN1C2=NCCN2c2ccccc21)c1ccc(Br)s1	1	-10	13	14	4
39	CC(=O)Nc1cccc(NS(=O)(=O)c2cc3c4c(c2)CCN4C(=O)CC3)c1	x	-10	5	-5	x
40	O=C(NCc1ccco1)/C(=C\c1cccnc1)NC(=O)c1ccccc1F	16	1	-1	12	1
41	CCOc1ccc(Nc2cc3n(c(=O)n2)CCc2cc(OC)c(OC)cc2-3)cc1	9	35	-10	7	-10
42	Cn1nnnc1SCC(=O)NCc1cccs1	-2	7	-11	13	1
43	CCOc1ccccc1-n1c(SCC(=O)Nc2ccc(CC)cc2)nc2n[nH]c(C)c2c1=N	-15	84*	1	-4	7
44	Cc1ccc(S(=O)(=O)C(CCC(=O)N2CCOCC2)S(=O)(=O)c2ccc(C)cc2)cc1	0	3	-8	13	-4
45	CNC(=O)COc1coc(CN2CCN(c3ccc(OC)cc3)CC2)cc1=O	1	-1	1	17	2

No.	HIF activator	KLF5 inhibitor	HSP90 refold inh	HSF1 inh	HDAC3 inhib
31	-0.2	0	3	0	-8
32	2.0	-55	0	53	-1
33	0.5	-25	-2	12	0
34	0.4	x	x	-3	-5
35	0.1	-16	5	-4	0
36	-0.5	-5	3	1	1
37	-0.4	-31	-4	14	-21
38	-0.1	-10	3	-5	3
39	-1.4	x	x	-2	u
40	-0.2	-9	4	-5	-2
41	0.2	-16	-2	-19	5
42	0.0	-21	-1	-11	1
43	-0.4	-8	6	11	-13
44	-0.3	-22	5	-5	-9
45	-1.9	-31	-2	-4	-6

# Remaining list, next part
No.	smiles	Platelet DG rel	aSyn 5UTR inh	HSF1 activator	AI-2 QS modul	IEC-6 tox
46	CCN1CCC(=NNC(=O)c2ccc(C)c([N+](=O)[O-])c2)CC1	-7	-27	2	2	3
47	C/C=C/C(=O)OCC(=O)Nc1cc(-c2cc(C)c(C)cc2C)nn1-c1ccccc1	6	-7	5	16	2
48	COc1ccccc1OCCSc1nc2ccc([N+](=O)[O-])cc2s1	7	-49	4	-5	5
49	CC(CO)(CO)NC(=O)c1ccc(=O)[nH]n1	14	-7	-8	10	-6
50	N=c1oc2ccc3ccccc3c2cc1-c1nc(-c2ccccc2)cs1	0	-49	-11	9	3
51	O=C1CCc2cc(NS(=O)(=O)c3ccc(Br)cc3)cc3c2N1CC3	6	6	14	-3	x
52	CN(C)CCNC(=O)c1onc(CSc2ccc(F)c(F)c2)c1C(=O)NCCN(C)C	1	-39	-3	5	x
53	CCc1ccc(/C=N/NC(=O)c2ccc(OC3CCCC3)cc2)s1	5	18	20	13	-4
54	COc1ccccc1C(=O)Nc1ccccc1C(=O)NC1CCCCC1	0	4	-2	4	1

No.	HIF activator	KLF5 inhibitor	HSP90 refold inh	HSF1 inh	HDAC3 inhib
46	1.1	-27	-1	-2	1
47	-0.3	1	-3	-3	x
48	0.1	-21	-2	4	2
49	-0.1	-42	1	2	-7
50	-0.4	-3	-3	-3	-5
51	-0.8	x	x	9	2
52	0.2	x	x	-4	-2
53	-0.1	-34	-5	0	u
54	-0.1	-20	1	0	-9

# This is a random part of the collection; 5% or so of the library scored in one or more.
